# Assay outcomes (PubChem BioAssay)
# influenza NS1A: H1N1 influenza NS1A inhibitors, functional cell based assay (AID 504329). inhibition, % at 12.5 µM; hits with a dose series show IC50 in µM. hit rate 0.3% among 340,000. NS1A functional cell-based assay, percent inhibition; higher % means a stronger effect; in the data active = a potency from the dose series; inconclusive = inhibition above about 27% without an active follow-up result; note: strong numbers were not always called active
# M. tuberculosis: growth inhibition of non-replicating M. tuberculosis (AID 488890); Mycobacterium tuberculosis non-replicating, growth inhibition; higher % means a stronger effect; inhibition, % at 25 µM, or IC50 in µM where a hit was titrated; hit rate 0.39% among 320,000; in the data active = a potency from the dose series; inconclusive = inhibition mostly from about 82% at the one dose, without a potency; inactive = the rest, 99 in 100 with inhibition below about 76%;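 note: plate controls were DMSO cells for no effect and high antibiotic wells for full effect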
# Salmonella PhoP GFP: PhoP regulon inhibitors, Salmonella typhi PhoP promoter GFP reporter, confirmatory (AID 1850) | Salmonella Typhi PhoP-promoter GFP reporter, fluorescence, 4 h; higher % means a stronger effect | inhibition, % at 50 µM; hits with a dose series show IC50 in µM | hit rate 0.33% among 310,000; in the data active = a potency from the dose series; inconclusive = inhibition mostly from about 25% at the one dose, without a potency; inactive = the rest, 99 in 100 with inhibition below about 19%;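 note: 0% = induced wells with vehicle and 100% = uninduced wells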
# inhibitors of VEEV: inhibitors of VEEV TC-83 cytopathic effect, confirmation, Vero cells (AID 588727) | inhibition, % at 20 µM, or IC50 in µM where a hit was titrated | Vero cells, VEEV TC-83 cytopathic effect inhibition; higher % means a stronger effect | hit rate 0.13% among 350,000; in the data active = a potency from the dose series; inconclusive = inhibition mostly from about 14% at the one dose, without a potency; inactive = the rest, 99 in 100 with inhibition below about 12%; note: strong numbers were not always called active
# M. tuberculosis HTS: M. tuberculosis growth inhibition, HTS (AID 449762) | inhibition, % at 25 µM, or IC50 in µM where a hit was titrated | hit rate 0.59% among 330,000 | M. tuberculosis H37Rv growth inhibition, 7H9 media; higher % means a stronger effect; in the data active = a potency from the dose series; inconclusive = inhibition above about 70% without an active follow-up result;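 note: bacterial growth assessed after seven days of incubation; strong numbers were not always called active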
# inhibitors of VEEV 10K pilot screen: recorded beside inhibitors of VEEV, whose call it bears; inhibition, %; measured here: 10K pilot screen inhibition
# Active calls of the source: *; i = inactive; ? = inconclusive; / = not tested or not shown; & = joins results of further samples. An unsorted share of the library; any-hit rate near 1.5%.
SMILES,influenza NS1A,M. tuberculosis,Salmonella PhoP GFP,inhibitors of VEEV,M. tuberculosis HTS,others
O=C(CNC(=O)c1ccc(Cl)cc1)Nc1ccc(Br)cc1C(=O)c1ccccc1,-12%,-11%,-2%,2.0%,-5%,
CC(=O)c1cccc(NC(=O)Cn2cnc(S(=O)(=O)N3CCC(C)CC3)c2)c1,1%,-9%,3%,0.2%,0%,
O=C(Nc1ccc2oc(-c3ccccc3)nc2c1)c1cccnc1,0%,-5%,2%,9.5%,63%,
CCCC(=O)C1=C(O)C(C(=O)OC)C(C)(C)CC1=NC (centres undefined),0%,-6%,-3%,0.3%,-7%,
CNc1nc(N)c([N+](=O)[O-])c(NCc2ccccc2)n1,-5%,-15%,2%,1.4%,-7%,inhibitors of VEEV 10K pilot screen=2.9
COCC(C)N=C1SCCN1Cc1ccccc1 (centres undefined),2%,4%,10%,i,0%,
CCOc1ccccc1-n1c(SCC(N)=O)nc2ccccc2c1=O,-5%,/,1%,3.9%,/,
O=C1N(c2ccccc2C(F)(F)F)O[C@@]1(c1ccccc1)C1CCCC1,11%,-7%,/,38%,-3%,
CSc1nsc(SCc2cnc(C)nc2N)n1,6%,37%,-3%,i,0%,
Cc1ccc2c(C)c(C(=O)N(Cc3cccs3)C3CCS(=O)(=O)C3)oc2c1 (centres undefined),22%,11%,7%,0.2%,-2%,
O=C(NCCCN1CCOCC1)c1cc(-c2ccc(Br)cc2)on1,2%,2%,9%,2.9%,-8%,
Cc1cccc(C(=O)OCC(=O)Nc2ccc(N3CCCCC3)cc2)c1O,1%,-10%,-5%,i,-8%,
Nc1cnn(C2CCCO2)c(=O)n1 (centres undefined),-4%,3%,16%,0.3%,0%,
CCOc1cc(NC(=S)NCCCN(C)C)c(OCC)cc1NC(=O)C1CC1,-6%,-4%,0%,0.4%,-7%,
Cn1c(SCC(=O)N2CCN(c3ccccc3)CC2)nnc1-c1c[nH]c2ccccc12,8%,23%,6%,4.7%,5%,
COC(=O)Cc1ccc2oc(-c3cccnc3)nc2c1,-14%,-1%,6%,1.7%,8%,
COCCn1c(C)cc(C(=O)COC(=O)c2ccc3c(c2)NC(=O)CS3)c1C,3%,17%,-4%,8.1%,2%,
CCC(C)Sc1ccc(-c2nc3ccc(C)cn3c2NC2CCCCC2)cc1 (centres undefined),-14%,31%,-25%,3.5%,0%,
COc1cc(OC)c(C(=O)NCC2CCCO2)cc1OC (centres undefined),-1%,0%,12%,0.2%,1%,
COc1ccccc1OCC(=O)OC/C(O)=C(\C#N)c1nc2ccccc2[nH]1,-11%,?,-6%,2.4%,66%,

# Sorted by number of heavy atoms (smallest number first): 3 of the compounds above
SMILES,influenza NS1A,M. tuberculosis,Salmonella PhoP GFP,inhibitors of VEEV,M. tuberculosis HTS,others
Nc1cnn(C2CCCO2)c(=O)n1 (centres undefined),-4%,3%,16%,0.3%,0%,
COc1cc(OC)c(C(=O)NCC2CCCO2)cc1OC (centres undefined),-1%,0%,12%,0.2%,1%,
Cn1c(SCC(=O)N2CCN(c3ccccc3)CC2)nnc1-c1c[nH]c2ccccc12,8%,23%,6%,4.7%,5%,

# The list continues:
SMILES,influenza NS1A,M. tuberculosis,Salmonella PhoP GFP,inhibitors of VEEV,M. tuberculosis HTS,others
Oc1[nH]c2ccccc2c1N=Nc1nc2ccccc2s1,-2%,11%,5%,2.4%,28%,
CCCn1c(-c2ccc(F)cc2)n[nH]c1=S,1%,20%,-7%,i,-14%,
Cc1ccc(N(Cc2ccccc2)C(=O)c2cc(S(=O)(=O)N3CCOCC3)ccc2C)cc1,-15%,4%,5%,i,-4%,
CCOC(=O)c1sc(/N=C/N(C)C)c(C(=O)OCC)c1C,-3%,-4%,-13%,i,-8%,
Cn1c(NC(=O)C2CCCC2)cc(=O)n(C)c1=O,30%,0%,/,1.4%,-4%,
Cc1cc(-c2ccc(C(C)C)c(S(=O)(=O)N3CCOc4ccccc43)c2)on1,10%,11%,-2%,1.8%,1%,
O=C(CCN1C(=O)c2ccccc2C1=O)C1=NN[C@@H]2C(=O)N(c3cccc(Cl)c3)C(=O)[C@H]12,0%,-8%,-1%,1.0%,0%,
O=[N+]([O-])c1cc(Br)cc(/C=N/n2cnnc2)c1O,6%,8%,15%,0.0%,1%,
CCOC(=O)C1CCCCN1Cc1ccc(-c2ccccc2)cc1 (centres undefined),-4%,22%,-2%,i,-3%,
Cc1ccccc1-n1c(-c2ccco2)nc2ccccc2c1=O,16%,5%,7%,0.6%,1%,
Cc1ccc(NC(=S)NCCC2=CCCCC2)cc1,-10%,?,-1%,i,2%,
Cc1cnc(NC(=O)c2cc3c(s2)CCCC3)s1,-7%,?,8%,2.0%,?,
O=C(Cc1ccc([N+](=O)[O-])cc1)NCc1ccc2c(c1)OCO2,-1%,-16%,-5%,0.2%,-1%,
C[C@@H](O)C1NC(=O)[C@H](CCCCN)NC(=O)c2cc([N+](=O)[O-])cc(F)c2NCCCC[C@@H](C(N)=O)NC1=O (some centres undefined),-12%,42%,-8%,0.2%,10%,
CCC(=O)n1nc(-c2cccnc2)nc1NCc1ccc(F)cc1,-4%,7%,12%,i,1%,
N#Cc1c(NC(=O)CSc2ncccn2)oc(-c2ccccc2)c1-c1ccccc1,3%,4%,-10%,1.9%,1%,
Cc1cc(C)c2c(c1)cc(C)c1nnc(SCC(=O)Nc3ccccc3N3CCOCC3)n12,6%,30%,2%,3.7%,-1%,
NC(=O)CC(NC(=O)c1cccc(Br)c1)c1ccc(NCC2CC2)c([N+](=O)[O-])c1 (centres undefined),2%,-2%,2%,i,-6%,inhibitors of VEEV 10K pilot screen=0.1
Cc1ccc(C(=O)Oc2ccccc2N2C(=O)C3CCCCC3C2=O)cc1 (centres undefined),1%,24%,10%,i,0%,
COc1cccc(CNC(=O)CC2Sc3ccccc3NC2=O)c1 (centres undefined),-8%,-8%,6%,3.2%,1%,
COc1ccc(S(=O)(=O)Nc2ccccc2OC)cc1NC(=O)c1cc2ccccc2oc1=O,-5%,-7%,0%,3.9%,-2%,
COc1cc(CSc2nnnn2-c2ccc(C)cc2)cc(OC)c1OC,3%,11%,-4%,3.6%,4%,
C=CCNC(=O)c1c[nH]c2ccc(S(=O)(=O)N(C)c3ccc(OCC)cc3)cc2c1=O,6%,4%,7%,2.8%,-6%,
CC1(C)Cc2c(sc3ncn4c(=S)[nH]nc4c23)CO1,-5%,-22%,-6%,0.7%,-5%,
CC(C)c1nc2oc3c(NCC4CCCO4)ncnc3c2c2c1COC(C)(C)C2 (centres undefined),-4%,/,-3%,i,/,
CCOC(=O)C1=C(COC(=O)COc2ccc(Br)cc2)NC(=O)NC1C (centres undefined),2%,16%,5%,0.6%,3%,
Cc1cnc(NC(=O)CN2CCCCC2)s1,-4%,4%,-9%,i,1%,
Cc1cc(C(=O)N2CCC3(CC2)OCCO3)no1,8%,20%,-2%,1.5%,-7%,
CN(C)S(=O)(=O)c1ccc(NC(=O)CN2C(=O)NC3(CCCC3)C2=O)cc1,9%,0%,9%,i,-3%,
Cn1cccc1Cc1nnc(SCC(=O)N2CCc3ccccc32)n1-c1ccc(F)cc1,1%,-25%,11%,1.4%,-13%,
COC(=O)c1ccc(CN2CCN(Cc3ccccc3)CC2)cc1,2%,10%,0%,i,4%,
c1ccc(-c2nc3ccccc3s2)nc1,5%&-5%,15%&-2%,-6%&1%,7.1%,1%&4%,
CC1(C(=O)N2CCC(CC3CC(c4ccc(Cl)cc4)=NO3)(C(=O)NCC3CCCCC3)CC2)CC1 (centres undefined),-3%,26%,12%,i,24%,
O=C(CCc1nnc(-c2ccc3c(c2)OCO3)o1)N(Cc1ccncc1)CC1CCCO1 (centres undefined),-11%,-8%,21%,1.0%,-4%,
COCCCNC(=O)Cn1cc(/C=C(\C#N)C(=O)NC2CCCC2)c2ccccc21,18%,1%,-6%,1.5%,-3%,
O=C(Nc1ccncc1)C1CCC(CNS(=O)(=O)c2cccc3nsnc23)CC1 (centres undefined),-5%,0%,5%,i,-5%,
Cc1cc(C(F)(F)F)nn1CC(=O)NNC(=S)Nc1ccc(Cl)cc1,9%,1%,-6%,1.7%,-4%,
CCC(=O)N1CCc2cc(S(=O)(=O)NC(Cc3ccccc3)C(=O)NC3CCCC3)ccc21 (centres undefined),-2%,18%,-7%,5.0%,-2%,
CCOc1ccccc1N1CC(C(=O)Nc2ccccc2N2CCCC2)CC1=O (centres undefined),-6%,4%,9%,12%,0%,
O=C(O)c1ccc(S(=O)(=O)c2ccc(Sc3ccc(C(=O)O)c(C(=O)O)c3)cc2)cc1,-8%,-4%,-13%,0.1%,-2%,
CCN(CC)CCCn1c(=S)[nH]c2ccccc2c1=O,-11%,3%,4%,0.6%,1%,
COc1ccc(CSCC(=O)NCCC(C)C)cc1,-4%,78%,2%,2.1%,0%,
CCCC(=O)Nc1nnc(-c2ccc3c(c2)OCCO3)o1,-6%,0%,-26%,2.5%,55%,
CC1(C)OC(c2ccccc2)=C/C(=C/C=C2C(=O)NC(=O)NC2=O)O1,22%,23%,-38%,0.9%,-1%,
COc1cc(/C(C)=N/Nc2ccc(C(=O)O)cc2)cc(OC)c1OC,-6%,1%,0%,2.3%,7%,
Cn1c(CSCc2ccc(Cl)cc2)n[nH]c1=S,-4%,27%,-4%,0.1%,-4%,
CCc1nnc(NC(=O)CSc2nnnn2-c2cccc(C(C)=O)c2)s1,6%,2%,3%,1.4%,11%,
CC(=O)c1cccc(N(CC(=O)NC2CCCCC2)C(=O)CCC(=O)Nc2nc(C)cs2)c1,9%,-2%,-5%,2.1%,-2%,
CCOC(=O)c1c(N2CCN(c3ccccc3)CC2)cc(C)nc1C,-4%,-12%,-4%,i,-10%,
CCOc1ccc(C(=O)Nc2nnc(S(=O)(=O)N(C)Cc3ccco3)s2)cc1,5%,1%,-28%,1.7%,16%,
# Additional compounds follow:
SMILES,influenza NS1A,M. tuberculosis,Salmonella PhoP GFP,inhibitors of VEEV,M. tuberculosis HTS,others
CCn1c(SCC(=O)Nc2ccc3c(c2)oc2ccccc23)nnc1-c1ccc(N)cc1,4%,21%,5%,0.8%,>100µM*,inhibitors of VEEV 10K pilot screen=8.3
COc1ccc2c(c1)cc1n2CCN=C1N,0%,-3%,25%,i,-5%,
Cc1nc2ccc(NS(=O)(=O)c3cccc([N+](=O)[O-])c3)cc2s1,-25%,22%,/,2.9%,-8%,
CCC(=O)OC(Cc1ccccc1)(c1ccccc1)C(C)CN(C)C (centres undefined),1%,/,/,1.6%,/,
COc1ccc(-c2cc(C(=O)Nc3ccc(C)c(C)c3)no2)cc1,-1%,45%,-5%,1.1%,5%,
Cc1noc(C)c1S(=O)(=O)N1CCCC(C(=O)NCc2ccccc2Cl)C1 (centres undefined),3%,0%,9%,0.8%,5%,
COc1ccc(C(CNC(=O)COc2cc(C)ccc2Cl)N2CCCCC2)cc1 (centres undefined),-3%,13%,1%,1.4%,7%,
O=C(O)c1cccc(NC(=S)NC(=O)c2ccc(-c3ccc(Cl)cc3)o2)c1,0%,69%,9%,0.7%,1%,

# Grouped by structure: the entries above containing two or more sulfur atoms
SMILES,influenza NS1A,M. tuberculosis,Salmonella PhoP GFP,inhibitors of VEEV,M. tuberculosis HTS,others
CSc1nsc(SCc2cnc(C)nc2N)n1,6%,37%,-3%,i,0%,
Cc1ccc2c(C)c(C(=O)N(Cc3cccs3)C3CCS(=O)(=O)C3)oc2c1 (centres undefined),22%,11%,7%,0.2%,-2%,
Cc1cnc(NC(=O)c2cc3c(s2)CCCC3)s1,-7%,?,8%,2.0%,?,
CC1(C)Cc2c(sc3ncn4c(=S)[nH]nc4c23)CO1,-5%,-22%,-6%,0.7%,-5%,
O=C(Nc1ccncc1)C1CCC(CNS(=O)(=O)c2cccc3nsnc23)CC1 (centres undefined),-5%,0%,5%,i,-5%,
O=C(O)c1ccc(S(=O)(=O)c2ccc(Sc3ccc(C(=O)O)c(C(=O)O)c3)cc2)cc1,-8%,-4%,-13%,0.1%,-2%,
Cn1c(CSCc2ccc(Cl)cc2)n[nH]c1=S,-4%,27%,-4%,0.1%,-4%,
CCc1nnc(NC(=O)CSc2nnnn2-c2cccc(C(C)=O)c2)s1,6%,2%,3%,1.4%,11%,
CCOc1ccc(C(=O)Nc2nnc(S(=O)(=O)N(C)Cc3ccco3)s2)cc1,5%,1%,-28%,1.7%,16%,
Cc1nc2ccc(NS(=O)(=O)c3cccc([N+](=O)[O-])c3)cc2s1,-25%,22%,/,2.9%,-8%,
